IDE cell inh = cellular human IDE inhibition | P14735 | HEK cells, FAbetaB cleavage, fluorescence polarization | inhibition, % at 5.59 µM | 0.41% of 320,000 active;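 active = percent inhibition above the average of all tested compounds plus 3 SD, set per screening campaign, cut at about 16% in these data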;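 also: IDE supplied by intact live HEK cells; FP after avidin binding of uncleaved biotin substrate so inhibition keeps polarization high; 0% = DMSO wells and 100% = 60 µM reference IDE inhibitor Ii1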
Target sequence (P14735 whole entry, looked up): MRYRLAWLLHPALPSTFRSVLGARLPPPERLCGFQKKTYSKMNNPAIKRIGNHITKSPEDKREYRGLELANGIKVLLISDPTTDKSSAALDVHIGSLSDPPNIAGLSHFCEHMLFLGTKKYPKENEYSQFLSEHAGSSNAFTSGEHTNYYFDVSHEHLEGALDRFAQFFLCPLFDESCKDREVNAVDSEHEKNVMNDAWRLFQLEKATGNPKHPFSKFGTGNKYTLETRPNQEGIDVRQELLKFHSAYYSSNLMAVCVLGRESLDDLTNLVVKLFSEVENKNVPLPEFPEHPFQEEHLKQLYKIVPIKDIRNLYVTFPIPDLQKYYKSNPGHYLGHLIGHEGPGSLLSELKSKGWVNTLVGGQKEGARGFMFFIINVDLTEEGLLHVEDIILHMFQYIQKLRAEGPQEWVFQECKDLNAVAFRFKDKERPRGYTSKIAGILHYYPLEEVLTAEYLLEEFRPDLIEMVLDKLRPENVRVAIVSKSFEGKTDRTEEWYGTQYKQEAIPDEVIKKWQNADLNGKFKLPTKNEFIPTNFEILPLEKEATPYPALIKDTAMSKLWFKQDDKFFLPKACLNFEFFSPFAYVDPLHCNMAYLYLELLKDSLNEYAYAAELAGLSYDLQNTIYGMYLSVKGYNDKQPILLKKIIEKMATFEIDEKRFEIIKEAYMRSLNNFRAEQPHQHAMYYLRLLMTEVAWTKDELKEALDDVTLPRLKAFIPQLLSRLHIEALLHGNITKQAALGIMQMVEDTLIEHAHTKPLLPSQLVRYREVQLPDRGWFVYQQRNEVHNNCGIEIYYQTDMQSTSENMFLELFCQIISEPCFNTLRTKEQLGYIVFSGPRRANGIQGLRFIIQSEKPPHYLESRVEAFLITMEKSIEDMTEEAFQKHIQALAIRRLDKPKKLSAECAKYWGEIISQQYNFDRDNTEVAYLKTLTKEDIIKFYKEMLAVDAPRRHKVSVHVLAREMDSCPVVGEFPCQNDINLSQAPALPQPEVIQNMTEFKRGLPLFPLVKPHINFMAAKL
PfM18AAP inh = PfM18AAP enzyme inhibition; 1.2% of 290,000 active; AID 1822; recombinant PfM18AAP, H-Glu-NHMec fluorogenic cleavage; inhibition, % at 7.35 µM;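 active = inhibition above the campaign mean inhibition over all tested compounds plus 3 SD, cut at about 28% in these data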;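 also: 0% = plate median of test compound wells and 100% = 2 mM ZnCl2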
IMP-1 inh = blocks Pseudomonas aeruginosa IMP-1 metallo-beta-lactamase; 0.45% of 290,000 active; AID 1556; purified IMP-1, nitrocefin hydrolysis, epi-absorbance fluorescence; inhibition, % at 5.6 µM;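 active = inhibition above the mean plus 3 SD of all compounds in the same screening run, cut at about 4.5% in these data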;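 also: 0% = IMP-1 with DMSO and 100% = DMSO wells lacking enzyme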
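System: Purified recombinant IMP-1 metallo-beta-lactamase enzyme | Measured by: Fluorescence quenching readout, ex 480/em 530 nm | Replication: Singlicate | Incubation: 15 min preincubation plus 25 min reaction at 25 °C | Evaluation: Percent inhibition from optical density relative to buffer-blank wells | Benchmarks: DMSO with and without IMP-1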
IDE act = IDE (human) activation, cell-based. P14735. HEK cells, FAbeta-B cleavage, fluorescence polarization; 0% vehicle, 100% cell-free pure enzyme wells. activation, % at 5.96 µM. 0.073% of 340,000 active;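 active = activation above the mean of all tested compounds plus 3 SD, set per screening campaign, cut at about 17% in these data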
VIM-2 inh = inhibitors of Pseudomonas aeruginosa VIM-2 metallo-beta-lactamase. 0.89% of 290,000 active. purified VIM-2, nitrocefin hydrolysis, epi-absorbance fluorescence. inhibition, % at 5.6 µM. AID 1527;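 active = inhibition above the mean of all tested compounds plus 3 SD, cutoff set per screening run, cut at about 7.5% in these data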;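 also: red hydrolysis product quenches plate fluorescence so inhibitors raise well fluorescence; 0% = enzyme with DMSO and 100% = DMSO without enzyme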
FID counter = fluorescent intercalator displacement, NS3 helicase counter-screen; DNA fluorescent intercalator displacement, fluorescence; inhibition, % at 7.9 µM; 0.17% of 290,000 active; in the data active = inhibition above about 37%;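 also: 0% = vehicle and 100% = reference compound; higher means more ethidium bromide displaced from hairpin DNA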
NS3 helicase inh = blocks Hepatitis C virus NS3 helicase unwinding; AID 1800; NS3 helicase DNA unwinding, Cy5 molecular beacon fluorescence; inhibition, % at 10.9 µM; 0.56% of 290,000 active;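 active = inhibition above the mean of all tested compounds plus 3 SD, set per campaign, cut at about 35% in these data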;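 also: 0% = DMSO wells and 100% = thioflavine S control wells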
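Measured by: Cy5 fluorescence, 0 and 60 min reads / Assay system: NS3 helicase fragment of HCV / Control set: low DMSO, high thioflavine S at 110 µM / Times: 1 h reaction at 25 °C, ATP-initiated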
p-CIP stab down = lowers stability of the mouse p/CIP coactivator protein. Q05BA5. F442A p/CIP-EGFP cells, EGFP fluorescence, 16 h. decrease of EGFP signal, % at 10 µM. 0.01% of 290,000 active. AID 1984;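 active = EGFP signal decrease of at least 30% at 10 µM or well 3 SD below plate mean, unless failing retest; inactive = the rest, including hits failing retest or dose response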; also: some compounds called inactive have numbers as strong as hits; many of its hits are not listed in these tables
SUMO HTRF inh = SUMOylation inhibition; HTRF SUMOylation assay, SAE1/SAE2 + UBC9, in vitro; inhibition, % at 35 µM; 0.36% of 290,000 active; in the data active = inhibition above about 50%, passing the limit was not always enough; also: strong numbers were not always called active
The depositor's hits bear a star; · = no result given; & = joins results of further samples.

compound	IDE cell inh	PfM18AAP inh	IMP-1 inh	IDE act	VIM-2 inh	FID counter	NS3 helicase inh	p-CIP stab down	SUMO HTRF inh
CSc1nccc(Nc2ccccc2)c1C#N	6	-3	-3.5	-4	-1.2	-2	-3	-5	7
CC1Cc2ccccc2N1c1nc(C2CC2)nc2c1nnn2Cc1ccccc1 (stereo unspecified)	-3	1	-3.3	4	-7.0	-6	3	7	26
Cc1cccc(OCCCC(=O)Nc2nccs2)c1C	1	-7	-3.2	4	-2.3	-17	-2	-8	8
NCCSc1c(-c2ccc(F)cc2)[nH]c2ccccc12	-1	-15	-1.4	1	-1.1	13	-40	2	10
COc1ccc(NC(=O)c2cc3ccccc3o2)cc1	-4	1	-3.8	4	-3.7	-6	2	6	1
Cc1ccc(C(=O)CSc2nc(N)cc(=O)[nH]2)cc1	8	1	-1.9	5	-5.3	-2	-4	-11	18
Cc1ccc(CNC(=O)CSc2nnc3c(n2)[nH]c2ccc(F)cc23)cc1	-6	-8	1.9	-4	-0.1	1	-15	-15	6
COc1cc(C(CCN2CCOCC2)c2c(OC)cc(OC)c3c(C)cc(=O)oc23)cc(OC)c1OC (stereo unspecified)	5	·	·	-2	·	·	·	-20	20
COc1ccccc1/C=C(\NC(=O)c1ccc(OC)c(OC)c1)C(=O)Nc1ccc([N+](=O)[O-])cc1	-2	0	-2.6	0	-2.2	-1	-20	11	-5
Cc1ccc(O)c(Nc2ncnc3ccc([N+](=O)[O-])cc23)c1	6	-9	-2.6	1	-1.2	2	0	-12	-8
CCN(CC)S(=O)(=O)c1ccc(-c2ccc(S(=O)(=O)N(CC)CC)cc2)cc1	-4	-14	-3.5	-1	-7.4	-3	-10	0	18
O=C1C2C3C=CC(C3)C2C(=O)N1Cc1ccc(CN2C(=O)C3C4C=CC(C4)C3C2=O)cc1 (stereo unspecified)	4	-5	-2.5	0	-1.8	-6	-9	-7	18

Copied from the list:
Result of CCN(CC)S(=O)(=O)c1ccc(-c2ccc(S(=O)(=O)N(CC)CC)cc2)cc1 under p-CIP stab down: 0
Result of Cc1ccc(O)c(Nc2ncnc3ccc([N+](=O)[O-])cc23)c1 under IDE act: 1
Result of Cc1cccc(OCCCC(=O)Nc2nccs2)c1C under IDE act: 4

(more compounds)
compound	IDE cell inh	PfM18AAP inh	IMP-1 inh	IDE act	VIM-2 inh	FID counter	NS3 helicase inh	p-CIP stab down	SUMO HTRF inh
Cc1nc2ccccc2c(=O)n1/N=C/c1ccc(C(C)C)cc1	2	-3	-0.8	-2	-1.1	-24	4	1	-6
CC(C)(C)NC(=O)C(c1ccccn1)N(C(=O)C1CSC(=O)C1)c1cccc(F)c1 (stereo unspecified)	2	-3	-1.4	0	-0.3	-14	-10	7	4
CCCNC(=O)c1noc2c1CCc1cc(OC)ccc1-2	-2	7	-3.2	2	-0.9	-8	19	-7	18
Cn1cc2cccc([N+](=O)[O-])c2n1	2	4	-3.0	1	-1.9	0	-1	2	12
CCCC(=O)Nc1nnc(C2CCCO2)s1 (stereo unspecified)	1	-6	-1.8	5	-2.9	-3	4	-19	23
COc1cnc(-c2ccccn2)[nH]c1=O	-1	2	-5.5	4	-3.2	-5	8	-3	-60
O=C(NNC(=O)C1CCCN(c2ncccn2)C1)c1ccncc1 (stereo unspecified)	2	2	-2.4	-2	-2.8	2	10	1	15
CC(=O)c1ccc(OCc2cc(C(=O)N(C)Cc3ccon3)no2)cc1	·	2	-0.2	2	0.6	-11	2	0	-7
CCCCOC(=O)Cn1c(=O)n(CC(=O)OCCCC)c2ccccc21	-7	1	-2.1	4	-2.3	-31	2	3	22
CCOC(=O)CSc1nc(-c2ccncc2)ccc1C#N	-2	11	2.5	-2	1.9	-7	-2	-11	31
COC(=O)c1ccc(OCC(=O)c2ccccc2)cc1	3	-3	1.9	6	-3.0	-4	-2	9	3
COc1ccc(Nc2nc(NCCCN3CCOCC3)nc(N)c2[N+](=O)[O-])cc1	2	-3	-2.4	2	1.4	12	-16	-2	-3

In the list so far, these have a cyano group:
compound	IDE cell inh	PfM18AAP inh	IMP-1 inh	IDE act	VIM-2 inh	FID counter	NS3 helicase inh	p-CIP stab down	SUMO HTRF inh
CSc1nccc(Nc2ccccc2)c1C#N	6	-3	-3.5	-4	-1.2	-2	-3	-5	7
CCOC(=O)CSc1nc(-c2ccncc2)ccc1C#N	-2	11	2.5	-2	1.9	-7	-2	-11	31

(next part)
compound	IDE cell inh	PfM18AAP inh	IMP-1 inh	IDE act	VIM-2 inh	FID counter	NS3 helicase inh	p-CIP stab down	SUMO HTRF inh
Cc1ccc(OCC(=O)N(Cc2ccccc2)C2CCS(=O)(=O)C2)c([N+](=O)[O-])n1 (stereo unspecified)	7	-1	0.9	6	-2.1	-2	-3	5	5
OCCN1CCN(c2cc(C(F)(F)F)nc3c(F)cccc23)CC1	3	-6	0.3	-8	3.9	3	5	-5	15
CCN(CC)CC(C)CNC(=O)C1(O)c2ccccc2NC(=O)N1c1ccc(Cl)c(Cl)c1 (stereo unspecified)	0	4	-3.2	1	-2.3	-4	3	-4	5
CCOC(=O)c1sc(NCc2ccco2)c(-c2nc3ccccc3s2)c1N	-1	27	-2.3	-1	-0.7	-8	25	-10	18
CCc1nc(SCC(=O)c2ccccc2)c2ccccc2n1	8	9	-2.3	1	3.4	-10	-34	-4	13
COC(=O)c1ccccc1NC(=O)Nc1ccc(C(=O)N2CCCC2)cc1	5	4	-5.8	0	-5.8	-9	1	3	0
CCCCOc1cc(C(=O)NCCN(CC)CC)c2ccccc2n1	-1&-3	-7&-11	-3.2&-2.1	-3&5	-1.7&-0.2	20&22	-16&-16	-8	-14
Cc1cc(-c2cccc([N+](=O)[O-])c2)nc2ccccc12	3	2	-2.6	-1	-2.2	10	-8	-1	-13
CN(C)c1ccc(C(=O)NCc2ccc3c(c2)OCO3)cc1	-2	-2	-1.0	-4	-1.9	-3	0	-11	15
Cc1sc2cc(-c3cccc([N+](=O)[O-])c3)c(-c3cccc([N+](=O)[O-])c3)c[n+]2c1C	7	3	-3.0	-1	-4.1	13	-5	-23	9
Cn1cccc1Cc1nnc(SCC(=O)Nc2ccc(F)cc2)n1CCc1ccccc1	3	-4	0.5	6	0.8	-28	12	-2	9
COc1ccccc1NC(=O)C1CCN(C(=O)C2CC(=O)N(c3ccc(C)cc3)C2)CC1 (stereo unspecified)	0	5	-3.9	2	-4.0	-31	-8	6	-1
O=C1CN(C(=O)c2ccccn2)c2ccccc2N1	6	0	-2.9	1	-0.2	0	1	-6	9
CCc1ccc(NC(=O)CCc2nc3cccnc3n2Cc2ccc(OC)cc2)cc1	9	6	-2.0	2	-1.8	-5	-7	-9	1
COCC(C)n1c(C)cc(C(=O)CN2C(=O)NC3(CCCCC3C)C2=O)c1C (stereo unspecified)	2	0	-2.1	1	-2.9	-24	-8	4	12
O=C(COC(=O)c1ccc(Cl)nc1)NCCC1=CCCCC1	-3	-2	-2.5	1	-2.7	-12	0	19	-2
Clc1ccc(SCCn2cncn2)cc1	-7	-2	-0.1	0	-2.7	4	-2	-8	17
CS(=O)(=O)c1ccc(Oc2ccc(-c3nnco3)cc2)c([N+](=O)[O-])c1	1	4	-0.8	0	-1.0	-4	7	0	-5
Cc1ccc(-c2cccc(C3CC=CC4C3C(=O)N(Cc3ccccc3)C4c3ccc(C(F)(F)F)cc3)c2)cc1 (stereo unspecified)	-3	·	·	1	·	·	·	-6	-21
COc1ccc(CCNC(=O)CSc2ccc(-c3cccs3)nn2)cc1OC	5	-7	-0.1	4	2.4	-24	14	-1	1
CCOC(=O)C(=O)Nc1ccc(S(=O)(=O)Nc2nccs2)cc1	3	-8	-3.4	-2	-1.4	-3	-1	-2	-1
Cc1ccc(OCc2nc(-c3ccccn3)n[nH]2)cc1	5	11	-5.4	1	-7.9	-10	-2	-4	-11
Cc1cccc(Nc2nnc(SC3CCOC3=O)s2)c1C (stereo unspecified)	1	-2	0.6	-2	1.1	-13	9	10	18
CCCN1CCN(C(=S)Nc2ccc(S(N)(=O)=O)cc2)CC1	-2	9	-2.3	3	-2.3	-5	3	-3	14

Just IMP-1 inh, for some of the entries so far:
mol,IMP-1 inh
Cc1ccc(O)c(Nc2ncnc3ccc([N+](=O)[O-])cc23)c1,-2.6
CCN(CC)S(=O)(=O)c1ccc(-c2ccc(S(=O)(=O)N(CC)CC)cc2)cc1,-3.5
O=C1C2C3C=CC(C3)C2C(=O)N1Cc1ccc(CN2C(=O)C3C4C=CC(C4)C3C2=O)cc1 (stereo unspecified),-2.5

Source: PubChem (several laboratories)
